Myeloid diff MLP – induction of myeloid progenitor differentiation, primary screen, cell-based, flow cytometry, MLPCN library; ER-HoxA9 myeloid progenitors, lysozyme-GFP differentiation; calls only at 10 µM; hit rate 1% among 360,000; AID 624256, 2012;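 active = normalized GFP-positive differentiation at or above the plate's own cutoff, the solvent-only control mean plus 3 SD; inconclusive = no clear call, values can overlap the other calls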;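 note: cells exposed to compound for four days before flow analysis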
UTI89 phage lysis – inhibition of K1F phage lysis, E. coli UTI89, bacterial capsule biogenesis inhibitors, alamar blue (AID 488966) | inhibition, % at 100 µM; hits with a dose series show IC50 in µM | hit rate 0.02% among 340,000 | E. coli UTI89 K1F phage lysis, alamar blue, 2 h; higher % means a stronger effect;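 active = phage lysis inhibition, versus mean bacterial control, above a set limit; inconclusive = no clear call, values can overlap the other calls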;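 note: capsule biogenesis inhibitors block K1F phage lysis so surviving cells raise fluorescence; higher fluorescence means more inhibition of phage lysis; actives were called in the ten point dose series up to 300 µM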
Hep lipid drop – inhibitors of hepatocyte lipid droplet formation, primary screen, imaging, high-throughput imaging, BODIPY stain. AML12 mouse hepatocytes, oleate lipid droplets. inhibition, % at 6.5 µM. hit rate 0.4% among 240,000;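 active = lipid droplet intensity inhibited by at least 50%, with more than 500 cells counted; inconclusive = wells with under 300 cells, treated as cytotoxic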
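material = mouse AML12 hepatocyte cell line, fixed after treatment | also added = 100 µM oleic acid challenge | doses = compound at 6.5 µM only | schedule = overnight exposure | technique = Image-based BODIPY and DAPI two-channel analysis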
Hep lipid drop cells 6.5 µM – further read-out of Hep lipid drop, marked with its call; cell count; measured here: cell count, cytotoxicity flag;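 cells counted across two imaged fields per well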
Myeloid diff MLP GFP+ MAC1+ % – second read-out of Myeloid diff MLP, no call of its own (marks repeat the call); GFP+ MAC1+ double positive, %; measured here: differentiation confirmed by MAC1 staining
Starred values were filed as active, the others as inactive; i = inactive; ? = inconclusive; nt = not tested or not shown; + = active, no number; [ ] = remark or other dose. These rows are one share of the data, so the mix of outcomes need not match the whole.

Below each SMILES – Myeloid diff MLP	Myeloid diff MLP GFP+ MAC1+ %	UTI89 phage lysis	Hep lipid drop	Hep lipid drop cells 6.5 µM
- N#CC1=C(N)Oc2cc(N)ccc2C1c1cc(Br)cs1 (stereo unspecified)
  +	9.8*	0.3%	-11	806
- COC(=O)c1cc(S(=O)(=O)NCC2CCN(Cc3cccc(F)c3)CC2)c[nH]1
  i	1.8	0.3%	-2	702
- COc1ccc(-n2c(COc3ccc(C)cc3)n[nH]c2=S)cc1
  i	0.3	0.2%	-7	789
- COc1ccc(N2CCN(c3nc(C)c(C)c(=O)[nH]3)CC2)cc1
  i	1.0	0.1%	0	772
- Cc1cccc(NS(=O)(=O)c2ccc(C(C)(C)C)cc2)n1
  i	0.5	1.1%	13	797
- Cc1cccn2cc(-c3cccc(S(=O)(=O)N4CCOCC4)c3)nc12
  i	1.0	-0.1%	-20	595
- COCCN(C(=O)CCC(=O)Nc1cc(C)on1)C(C(=O)NC1CCCC1)c1ccc(C(C)C)cc1 (stereo unspecified)
  i	1.0	-0.4%	11	809
- COc1cccc(CNC(=S)Nc2ccc(Cl)cc2C)c1
  i	0.1	0.1%	-4	783
- CCCN1CCN(CC(O)COC(c2ccc(OC)cc2)c2ccc(OC)cc2)CC1 (stereo unspecified)
  i	0.6	0.1%	9	813
- CC1CN(c2ccccc2)c2nc3c(c(=O)[nH]c(=O)n3C)n2C1 (stereo unspecified)
  i	0.3	-0.2%	5	812
- S=c1nc(NCc2cccc(Cl)c2)c2ccccc2[nH]1
  i	0.3	0.2%	-9	811
- CCOc1ccc(NC(=O)CSc2nnc(CNC(=O)c3cccs3)o2)cc1
  i	0.0	0.2%	3	715
- Cc1c(C(=O)N2CCNCC2)oc2ccccc12
  i	0.5	1.1%[50 µM]	-10	839
- COc1cccc(CC(=O)Nc2ccccc2N2CCCC2)c1
  i	0.8	0.2%[50 µM]	-14	815
- CC(C)c1ccc(C(C)NC(=S)NC2CCCCC2)cc1 (stereo unspecified)
  ?	nt	-0.7%[50 µM]	-4	837
- COc1ccccc1NC(=O)C1CCN(S(=O)(=O)c2ccc3c(c2)NC(=O)CO3)CC1
  i	0.5	-0.1%	-25	743
- CC(=O)Nc1ccc(S(=O)(=O)N(C)CC(=O)N/N=C/c2ccc(C(=O)O)cc2)cc1
  i	0.6	0.5%	1	793
- O=C(Cc1ccc(Cl)c(Cl)c1)NNC(=S)NCC1CCCO1 (stereo unspecified)
  i	0.4	-0.1%	-21	661
- CC(C)(C)C(=O)Oc1cccc(Nc2ncnc3ccccc23)c1
  i	0.6	0.3%	-2	771
- Cc1ccccc1NS(=O)(=O)c1nnc(NC(=O)c2ccccc2C)s1
  i	0.9	-0.8%	15	836
- Cc1cc(Cl)ccc1OCC(=O)Nc1ccc(CN2CCOCC2)cc1
  i	0.7	-0.2%	-20	814
- COc1ccc(S(=O)(=O)N2CCOC2CNC(=O)C(=O)NCCc2ccccc2OC)cc1C (stereo unspecified)
  i	1.0	-1.5%	-1	739
- Cc1cc(C)cc(NC(=O)C2C3C=CC4(O3)C2C(=O)N(CCN2CCCCC2)C4C(=O)NC2CCCCC2)c1 (stereo unspecified)
  i	1.8	0.1%	-1	700
- Cc1cccc(OCC(=O)Nc2ccc3c(c2)C(=O)NC3=O)c1
  i	0.0	0.2%	-6	729
- CC1CN(S(=O)(=O)c2ccc(CN3C(=O)c4cccnc4C3=O)s2)c2ccccc2O1 (stereo unspecified)
  i	1.4	0.0%	9	675
- CCOC(=O)C1CCN(C(=O)c2ccc(C)c(S(=O)(=O)N3CCCC3)c2)CC1
  ?	nt	1.6%[50 µM]	-40	633
- C=CCc1ccccc1OCC(O)CN1CCN(CCO)CC1 (stereo unspecified)
  i	0.4	0.1%	-1	837
- COc1ccc2[nH]c(C)c(-c3csc(N)n3)c2c1
  i	0.8	-0.1%	0	813
- COCCNC(=O)C1CCC(CNS(=O)(=O)c2ccc3c(c2)CC(C)N3C(=O)C2CC2)CC1 (stereo unspecified)
  i	0.6	-5.8%	11	702
- CC(Oc1cc2oc(=O)c3c(c2cc1Cl)CCC3)C(=O)NCCCN1CCOCC1 (stereo unspecified)
  i	1.5	-1.4%	14	774
- CCc1ccc(CNC(=O)CCc2cn(C)c3ccccc23)cc1
  i	1.6	0.3%	-5	832
- COCCn1c(SCC(=O)Nc2cc(C)on2)nnc1-c1ccccc1
  i	2.8	0.3%	-5	815
- O=C(CSCc1ccccc1)Nc1ccc(S(=O)(=O)Nc2ncccn2)cc1
  ?	nt	0.0%	2	792
- COc1cc2c(cc1OC)C(c1ccc(Cl)cc1)CC(=O)N2 (stereo unspecified)
  i	0.2	0.2%	-1	821
- O=C(CSc1nnc(CNC(=O)c2cccs2)o1)Nc1ccc(Cl)cc1
  i	0.6	-0.1%	-1	735
- Cc1nn(C(=O)CCCC(=O)NCc2ccccc2)c2ccccc12
  i	3.7	0.1%	-2	692
- CCOc1cc(C2NC(=O)c3ccccc3O2)ccc1OC(C)C (stereo unspecified)
  i	0.2	2.1%	-2	786
- COc1ccccc1N1CCN(C(=O)c2oc3c(c2C)C(=O)CC(C)(C)C3)CC1
  ?	nt	-0.2%	-7	780
- COc1ccc(OCc2cc(C(=O)N(C)CC3CCCCO3)no2)c(Cl)c1 (stereo unspecified)
  i	1.0	2.2%[50 µM]	2	804
- Cc1cccc(C(=O)Nc2nnc(SCC(=O)NCc3ccco3)s2)c1
  i	1.1	0.1%	-2	691
- Cc1cccc(N2CCN(C(=O)CCn3c(=O)[nH]c4ccsc4c3=O)CC2C)c1 (stereo unspecified)
  i	1.3	-0.2%	26	811
- O=C(CNC(=O)c1ccc(Br)o1)NCc1ccc(F)cc1
  i	0.9	0.2%	3	692
- CCC(CC)N1CCN(C(=O)c2cccc(Cl)c2)CC1
  i	0.5	-0.4%	-7	799
- CCOc1ccc(C(=O)Nc2ncn[nH]2)cc1
  i	1.1	0.4%	11	799
- O=C(Nc1ccc2nc3n(c(=O)c2c1)CCCCC3)C(=O)N1CCN(c2ccccc2F)CC1
  i	0.2	0.2%	4	767
- Cc1ccc(S(=O)(=O)N2CCN(C(=O)c3c(-c4ccccc4)noc3C)CC2)cc1C
  i	0.2	0.2%	-4	813
- CCN(CC)S(=O)(=O)c1ccc(N2CCOCC2)c(NC(=O)c2cc3ccccc3oc2=O)c1
  i	0.5	-0.3%	-1	731
- Cc1cccc(NC(=O)c2cc(-c3c(C)cc(C)cc3O)n[nH]2)c1
  i	0.7	1.5%	4	836
- CC(=O)Nc1ccc(NC(=O)CSc2nnnn2-c2ccccc2F)cc1
  i	0.4	-0.5%	12	789
- Cc1oc(-c2ccccc2F)nc1CS(=O)CC(=O)NCCN1CCCCC1C (stereo unspecified)
  i	0.7	1.9%	-14	767
- CC(=O)Nc1cccc(NC(=S)Nc2cccc3ccccc23)c1
  i	0.7	1.1%[50 µM]	-15	648
- C=CCOc1cccc(C2NC(=O)c3ccccc3O2)c1 (stereo unspecified)
  i	0.8	-0.1%	0	746
- O=C(NCCCN1CCCCC1)C1CCCN(c2ncnc3c2nc2n3CCCCC2)C1 (stereo unspecified)
  i	2.3	0.0%	-4	729
- COc1ccc(OC)c(C2c3[nH]c4ccccc4c3C[C@H]3C(=O)N(CCCOC(C)C)CC(=O)N23)c1 (stereo partly specified)
  i	0.4	0.1%	33	788
- COC(=O)c1cnc(Oc2c(Cl)cc(N)cc2Cl)cc1C(F)(F)F
  i	0.5	-0.4%	1	677
- CCOC(=O)c1c(S(=O)(=O)NCC(=O)N2CCN(c3ccc(OC)cc3)CC2)c(C)n(C)c1C
  i	0.0	0.1%	-14	721
- O=C(CCN1N=C(c2ccccc2)CCC1=O)NC1CCCC1
  i	4.9	1.7%	-7	803
- Cc1ccc(CS(=O)(=O)CCC(=O)NCc2ccccc2Cl)cc1
  i	0.8	0.1%	12	796
- CCc1nnc(NC(=O)CCS(=O)(=O)Cc2ccccc2)s1
  +	2.6*	0.1%	-3	734
- CC(=O)Nc1ccc(NC(=O)CN2CCN(c3ccccn3)CC2)cc1
  i	1.0	0.5%	-14	831

(next part)
Below each SMILES – Myeloid diff MLP	Myeloid diff MLP GFP+ MAC1+ %	UTI89 phage lysis	Hep lipid drop	Hep lipid drop cells 6.5 µM
- CCCNC(=O)CN1C(=O)NC(CC)(c2ccc(F)cc2)C1=O (stereo unspecified)
  i	1.2	-1.1%	0	790
- CSCCC(NC(=O)c1ccccc1)C(=O)N1CC=C(c2ccccc2)CC1 (stereo unspecified)
  i	2.5	0.8%[50 µM]	-6	847
- CCc1nn(C(C)C(=O)N(C)Cc2ccccc2)c(=O)c2cc3occc3n12 (stereo unspecified)
  i	2.5	-0.2%	-13	679
- CCOC(=O)N1CCN(C(=O)COC(=O)Cc2ccc(Cl)cc2)CC1
  i	0.0	0.0%	-11	821
- COc1cccc(CNC(=O)C2CCN(S(=O)(=O)N3CCC(C)CC3)CC2)c1
  i	1.1	-0.5%	3	764
- CCC(CC)C(=O)Nc1nnc(S(=O)(=O)N2CCCCCC2)s1
  i	1.6	0.3%	5	752
- COc1ccc2[nH]cc(CCNC(=O)Cc3ccc(F)cc3)c2c1
  i	1.1	0.7%	10	874
- CCCCNC(=O)Cn1cnc2c(cnn2-c2ccc(C)cc2)c1=O
  i	0.7	0.1%	-2	786
- CC1CCN(CC(=O)Nc2nc(-c3ccccc3)cs2)CC1
  i	0.7	0.4%	-7	785
- O=C(O)Cn1cc(CN2CCOCC2)c2ccccc21
  i	0.6	-0.7%	2	785
- NNC(=O)c1c(O)c2cccc3c2n(c1=O)CCC3
  i	0.4	-0.1%	0	829
- O=C(OCC(=O)N1CCOCC1)c1ccc(F)cc1Cl
  i	0.0	-0.6%	1	611
- Cc1nnc(SC(C)C(=O)Nc2ccc3ccccc3c2)[nH]c1=O (stereo unspecified)
  i	0.5	0.2%	2	487
- COc1ccccc1N(Cc1cc(=O)[nH]c2ccccc12)C(=O)C(C)C
  i	0.9	0.1%	-22	841
- O=C(CN1C(=O)CCSc2ccccc21)NC1CCCCC1
  i	1.3	0.1%	3	756
- COc1ccccc1C(=O)Nc1ccnn1C1CCN(Cc2ccc3nonc3c2)CC1
  ?	nt	i	0	765
- COc1ccc2[nH]c(=O)c(CN(C(=O)C(C)C)c3ccccc3OC)cc2c1
  +	0.8*	-0.4%	-3	810
- COc1ccc(CNC(=O)c2ccc(CS(=O)Cc3cccc(Cl)c3)o2)cc1 (stereo unspecified)
  ?	nt	0.3%	-10	769
- NC(=O)CC(NC(=O)Cc1ccc(Br)cc1)c1ccc(NCCN2CCOCC2)c([N+](=O)[O-])c1 (stereo unspecified)
  i	0.2	1.1%	3	819
- Nc1nc(NCCO)nc(N2CCCCCC2)c1[N+](=O)[O-]
  i	0.5	0.3%	1	804
